Mm-Cpn inhibitor: M. maripaludis TRiC chaperonin inhibition | purified Mm-Cpn ATPase, ADP Transcreener TR-FRET | Potency, µM (highest dose often 76.9 µM), inactives show at the top dose activity, negative = inhibition, most hits filed as inhibitors | hit rate 0.031% among 330,000; further: potency means the concentration at half of the fitted maximal effect; on the % scale 0 is the no-effect control and ±100 the full control effect; nearly all actives have a fitted effect of over 80% in size
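Measured: ADP formation by purified Mm-CPN. Conditions: 25 nM protein, 10 uM ATP, Tris pH 7.4 with Mg2+, K+ and DTT, 37°C for 30 min. Detection: Transcreener HTRF after 30 min at room temperature.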
Nrf2 activator: Nrf2 pathway activation | AREc32 ARE-luciferase reporter (MCF7-derived line), luminescence, 24 h | hit rate 0.31% among 410,000 | Potency, µM (doses to about 46.1 µM), for the others: at the top dose activation, hits mostly activators; further: potency means the concentration at half of the fitted maximal effect; % of control where 0% means no effect; nearly all actives have a fitted effect of over 65% in size
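Reporter line AREc32 (ARE-Fluc), seeded overnight in OPTI-MEM with 5% FBS; compound pin-transferred, 24 hr at 37 deg C, 5% CO2; luminescent read-out.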
pAkt inh: inhibitors of Akt phosphorylation. activity change, % for hits at 50 µM. hit rate 0.32% among 360,000. Neuro2A IGF-stimulated pAkt S473 HTRF, 20 min; stronger effect = lower value; in the data active means activity change below about -80%; inconclusive means mostly about -51% to -80%; further: on the % scale 0 is the no-effect control and ±100 the full control effect
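Neuro2A cells in DMEM with 0.5% FBS, overnight at 37 deg C, given compound at single 50 µM final, then IGF (6 nM final) for 20 min at 37 deg C. Lysed; phospho-Akt Ser473 by HTRF after 24 h, 665/615 ratio.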
A549 tox: A549 cytotoxicity, counter-screen for Nrf2 inhibitors. Potency, µM (doses to about 46 µM), inactives show at the top dose activity change, negative = cytotoxicity, usual class: inhibitors. hit rate 0.16% among 390,000. A549 ARE-Fluc cells, CellTiter-Fluor viability, 18-24 h; further: potency means the concentration at half of the fitted maximal effect; on the % scale 0 is the no-effect control and ±100 the full control effect
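A549 ARE-Fluc cells in 5% FBS OPTI-MEM, 5000 cells/well, rested 2 h then exposed to compounds in concentration-response for 18-24 h at 37 °C. Viability by CellTiter-Fluor fluorescence (Ex 405/Em 525) after 30 min; luciferase luminescence (BugLite, 15 min, RT) read afterwards.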
CCT chaperon mod: cytosolic chaperonin activity modulation; AID 651819; purified chaperonin ATPase assay, HTRF ADP detection, 30 min; activity change, % (test concentration not listed), hits read low; hit rate 0.3% among 360,000; in the data active means activity change below about -30%; further: on the % scale 0 is the no-effect control and ±100 the full control effect
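TRiC (40 or 20 nM final, by batch activity) in 30 mM Tris pH 7.4, 100 mM KCl, 5 mM MgCl2, 1 mM DTT was treated with compound at 76 uM single dose, then 10 uM ATP, 30 min at 37 °C. ADP was read by HTRF Transcreener.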
Abeta yeast res: compounds reversing amyloid beta toxicity in yeast; Potency, µM (titrated, usually from 46.1 µM), for the others: at the top dose growth rescue, actives largely listed as activators; AID 1347071; yeast expressing A-beta42, growth rescue, OD600, 48 h; response scale: 0% DMSO, 100% iron-clioquinol control; hit rate 0.063% among 410,000; further: potency means the concentration at half of the fitted maximal effect; nearly all actives have a fitted effect of over 55% in size
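Yeast A-beta toxicity model in growth medium with pinned compounds, 48 h at 30 C; growth read as absorbance at 600 nm. Normalized to FeCl3/clioquinol equimolar mix (positive) and DMSO (negative).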
Nrf2 block: blocks Nrf2 signaling. A549 ARE-Fluc reporter, luciferase luminescence, 18-24 h. Potency, µM (titrated, usually from 46 µM), for the others: at the highest dose activity change, negative = inhibition, usual class: inhibitors. hit rate 2.1% among 360,000; further: potency means the concentration at half of the fitted maximal effect; on the % scale 0 is the no-effect control and ±100 the full control effect; nearly all actives have a fitted effect of over 60% in size
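In this cell-based qHTS, ARE-driven firefly luciferase in A549 cells reports Nrf2 activity; the luminescent signal after BugLite lysis is the measured value, with a prior CellTiter-Fluor read for cell health.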
TGFb SMAD3 inh: TGF-b pathway inhibition; HepG2 CAGA-GFP TGF-b/SMAD3 reporter, GFP fluorescence, 18 h; TGF-beta stimulated, 500 pg/mL final; Potency, µM (highest dose often 46.1 µM), without a hit: at the top dose activity, negative = inhibition, usual class: inhibitors; hit rate 1.2% among 410,000; AID 588855; further: potency means the concentration at half of the fitted maximal effect; on the % scale 0 is the no-effect control and ±100 the full control effect; nearly all actives have a fitted effect of over 65% in size
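HEPG2 CAGA-GFP reporter cells (1000/well, DMEM with 1% FBS) received compounds, then recombinant TGF-beta at 500 pg/mL final for 18 hours at 37 degrees C. Per-cell GFP summed per well was normalised to unstimulated and stimulated DMSO controls before curve fitting.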
HepG2 tox: HepG2 cytotoxicity, counter-screen for TGF-b inhibitors. Potency, µM (titrated, usually from 46.1 µM), without a hit: at the highest dose activity change, negative = cytotoxicity, most hits filed as cytotoxic. AID 588856. HepG2 CAGA-GFP viability, ATP luminescence, 18 h. hit rate 0.76% among 410,000; further: potency means the concentration at half of the fitted maximal effect; some results filed as inactive show a strong effect at the top dose
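CellTiter-Glo luminescence gave cytotoxicity after 18 hours at 37 degrees C. The cells were HepG2 CAGA-GFP in 1% FBS DMEM, stimulated with 500 pg/mL TGF-beta after compound addition. %Activity was normalised to no-cell wells (complete cell-killing) and DMSO (no toxicity), and curves were fitted and classified.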
Starred values were filed as active, the others as inactive; i = inactive; ? = inconclusive; . = no result given; [ ] = another dose, or the depositor's remark. Unless noted, the call rests on the fitted dose curve; in most records, active means well fitted curve in the direction sought with a large enough effect; inconclusive means small, poorly fitted or top-dose-only effect, or another doubt; inactive means no such curve, though single readings can be large; an effect the other way counts as inactive or inconclusive.

SMILES | Mm-Cpn inhibitor | Nrf2 activator | pAkt inh | A549 tox | CCT chaperon mod | Abeta yeast res | Nrf2 block | TGFb SMAD3 inh | HepG2 tox
Cc1cc(SCC(=O)NCCN2C(=O)CSC2=O)nc2ccccc12 | -4% | 0.4% | i | -5% | -1.1 | 10% | -9% | 0% | 4%
CC(C)CNC(=O)C1(C)CCCN1C(=O)c1csnn1 (centres undefined) | . | 0.0% | i | . | -0.2 | -5% | . | 3% | 0%
Cc1ccc(C)c(S(=O)(=O)Nc2ccc(O)c(Sc3ncn[nH]3)c2)c1 | 0% | 2.9% | i | -3% | -4.5 | 11% | 6% | -10% | -1%
CCN1C/C(=C\c2cccc([N+](=O)[O-])c2)C(=O)/C(=C/c2cccc([N+](=O)[O-])c2)C1 | 0% | ? | i | 1% | 1.1 | 13% | 8% | ? | -51%
CC(C)N(C(=O)[C@H]1C[C@H](CC(=O)NCc2cccc(C(F)(F)F)c2)C(=O)N2CCc3c([nH]c4cc(CCC(=O)N(C)C)ccc34)[C@]12C)C(C)C | 0% | 6.9% | i | -12% | 1.3 | 5% | ? | ? | -22%
CCc1ccc(-n2nnc(-c3nsc(NC(=O)c4ccccc4Cl)n3)c2C)cc1 | . | 4.8% | . | -5% | . | 7% | 18µM* | ? | -30%
COc1ncnc2c1ncn2CCCN(C)Cc1ccco1 | . | 1.5% | i | . | -4.1 | -19% | . | -6% | -15%
C=CCc1c(OC)ccc2ccc(=O)oc12 | 0% | 0.4% | i | 8% | -3.8 | 3% | -20% | -22% | -19%
COc1ccccc1NC(=O)CSC1=Nc2ccccc2C2=NC(CCC(=O)NCc3ccco3)C(=O)N12 (centres undefined) | . | 0.0% | . | -1% | . | -9% | . | 27% | 6%
CN1CCC(N(C)C(=O)c2cc(S(=O)(=O)N3CCOCC3)ccc2Cl)CC1 | 0% | 0.4% | i | 18% | -7.4 | -8% | -14% | -22% | 0%
COc1ccc(NC(=S)NC(=O)Cc2ccccc2)c(OC)c1 | -1% | 2.0% | i | 1% | -2.8 | ? | -11% | -8% | -18%
C=CCOc1ccc(C(=O)n2cc(C(=O)OC)c3ccccc32)cc1 | -1% | 3.6% | i | -2% | 2.5 | -13% | -2% | ? | 7%
CC(C)(C)n1nnnc1C(C1CC1)N1CCN(C/C=C/c2ccccc2)CC1 (centres undefined) | . | -0.6% | i | . | -0.3 | 0% | . | -11% | 2%
CCOc1ccc(NC(=O)CSc2nc3c(c(=O)n2-c2ccccc2OC)SCC3)cc1 | -15% | 3.6% | i | -2% | 2.0 | 0% | -9% | -7% | 1%
Cc1ccc(-n2c(=O)c3c(cnn3C)n(CC(=O)Nc3cc(C)ccc3C)c2=O)cc1 | . | 3.9% | . | -11% | . | -13% | 6%[9.27 µM] | -18% | -7%
O=C(O)c1ccc(N2C(=O)CC(N3CCN(c4cccc(Cl)c4)CC3)C2=O)cc1 (centres undefined) | -2% | -0.1% | i | 2% | -1.6 | -3% | 6% | 20% | 19%
S=c1[nH]nc(C2CCCCC2)n1/N=C/c1ccc(Cl)cc1 | 4% | 0.5% | i | 13% | 2.1 | 5% | -6% | ? | -48%
C=CCn1c(SCC(=O)Nc2nncs2)nnc1-c1ccco1 | -1% | -0.9% | i | -11% | -1.1 | -7% | ? | 3% | -3%
Cc1cc(C)cc(C(=O)N(Cc2nc(-c3ccc(Cl)cc3)no2)C(C)C)c1 | . | -1.0% | . | -6% | . | 2% | 1% | -25% | -14%
Cc1cc(C)cc(NC(=O)N2CCC(C(=O)c3ccc(F)cc3)CC2)c1 | -1% | -0.5% | i | -15% | 3.5 | 2% | 15µM* | 7% | 1%
CC1CC(C)(C)CC2(C1)NC(=O)N(CC(=O)Nc1ccc(N3CCCCC3)cc1)C2=O (centres undefined) | -1% | -0.2% | i | -1% | 0.6 | 6% | -1% | -3% | -15%
COc1ccc(C)cc1NS(=O)(=O)c1c(C(=O)N2CCCCCC2)c(C)n(C)c1C | . | 0.1% | . | 6% | . | . | -20% | 19% | -4%
CCOc1c(Br)cc(/C=N\NC(=O)c2ccccc2)cc1OC | 0% | 0.3% | i | 2% | 2.1 | -5% | ? | -4% | 17%
Cc1ccc(-c2noc(CNC(=O)c3ccc(Br)o3)n2)cc1 | . | 3.3% | . | 12% | . | -15% | 16% | ? | -20%
O=c1oc(Nc2ccc(F)cc2)nc2ccccc12 | -7% | 0.0% | i | -17% | -1.2 | -32%[inhibitor] | 13% | -5% | -32%
Cc1ccc(/C=N/NC(=O)C2CC(=O)N(c3ccccc3)C2)s1 (centres undefined) | 1% | 0.1% | i | -4% | 2.2 | 0% | 12% | -1% | 3%
CCc1cc2c(cc3c(=O)n(CC(=O)NCCc4ccc(OC)c(OC)c4)ncn32)s1 | . | 0.3% | . | 6% | . | -12% | -2% | -10% | -3%
Clc1ccc2nc(-c3ccccc3)c(CC3CCCCC3)n2c1 | . | 0.0% | i | . | 0.4 | -2% | . | -24% | -15%
CC(=O)c1ccc(NC(=O)CN(C)S(=O)(=O)c2cccc3nsnc23)cc1 | . | 0.2% | . | 0% | . | -10% | 6% | -14% | 3%
CCOC(=O)N1CCN(C(=O)CSc2ccccc2)CC1 | 2% | -0.5% | i | . | -0.5 | -8% | ? | 20% | -18%
COc1cc(OC)cc(C(=O)Nc2cc3c(cc2N2CCCC2)n(C)c(=O)c(=O)n3C)c1 | . | 0.1% | . | 3% | . | -5% | ? | -14% | 4%
Cc1cccc(Nc2nc(Nc3cccc(C)c3)nc(N3CCOCC3)n2)c1 | . | -0.5% | . | ? | . | 9% | -6% | ? | -32%
Cc1ccc(S(=O)(=O)N2CCOCC2)cc1C(=O)OCC(=O)N(Cc1ccccc1)C(C)C | 0% | -0.1% | i | 1% | -1.1 | 4% | -6% | 15% | 3%
COc1ccc(C(C)=O)cc1COc1ncnc2ccccc12 | 1% | 0.2% | i | -6% | -0.1 | 3% | 1% | 7% | 9%
CCOC(=O)c1oc2ccccc2c1COC(=O)CNC(=O)c1ccco1 | 2% | -0.3% | i | 0% | -3.7 | -2% | 12% | 5% | 13%
O=C(c1ccco1)n1nc(-c2ccc(Cl)cc2)nc1NCc1ccco1 | . | -0.4% | . | -11% | -2.0 | 7% | 5% | 7% | -12%
CC(C)(C)OC(=O)N1CCN(C(=O)OCC2c3ccccc3-c3ccccc32)CC1C(=O)O (centres undefined) | . | -0.5% | i | 11% | -0.8 | 6% | 3% | -2% | -14%
Cc1ncoc1C(=O)NC1CCCc2c1cnn2-c1cc(F)cc(F)c1 (centres undefined) | . | 0.5% | i | . | 0.3 | 6% | . | 5% | -18%
CCc1ccc(S(=O)(=O)c2nnn3c2nc(N2CCC(C(N)=O)CC2)c2cc(Cl)ccc23)cc1 | . | 0.3% | . | -13% | . | 5% | -5% | 2% | -36%
OC(COc1ccccc1Br)CN1CCNCC1 (centres undefined) | -1% | -0.7%[9.22 µM] | i | 6% | 2.0 | 2% | 1% | 1% | 2%
CCOc1cc2c(cc1OC)C(NC(=O)C(F)(F)F)CC2=O (centres undefined) | -2% | 0.3% | i | 5% | -3.3 | 11% | -11% | 0% | -23%
CCOC(=O)c1sc(NC(=O)CN2CC(C)OC(C)C2)nc1C (centres undefined) | 0% | -0.2%[9.22 µM] | i | -2% | 1.7 | 6% | 4% | -6% | -6%
O=C(O)CCN1C(=O)c2ccc(NC(=O)CSc3ccccc3)cc2C1=O | 2% | -0.3% | i | 2% | 0.0 | -7% | -1% | 12% | 1%
COc1ccccc1CCNS(=O)(=O)c1cc2c3c(c1)CCN3C(=O)CC2 | -5% | 2.1% | i | 4% | -3.6 | -5% | -10% | 0% | -10%
CC(C)(C)n1nnnc1C(c1cccnc1)N1CCOCC1 (centres undefined) | 0% | -0.4% | i | -12% | -2.3 | -8% | 2% | -1% | -1%
CC(SCc1ccccc1)C(=O)NC1CCCC1 (centres undefined) | 0% | 0.1% | i | 1% | -2.3 | 4% | 10% | -23% | 6%
O=C(O)C1CCN(C(=O)NC2CCCCC2)CC1 | -6% | -0.5% | i | -7% | -4.1 | 1% | ? | -11% | -8%
Cc1ccc2c(c1)C(c1ccc(F)cc1)N(C(=O)COc1ccc(Cl)cc1Cl)CC(=O)N2 (centres undefined) | . | 2.9% | . | ? | . | 19% | -6%[9.27 µM] | ? | -37%
CCc1nnc(NC(=O)c2cc(-c3ccncc3)nc3ccccc23)s1 | -1% | 3.9% | i | -12% | -2.9 | -3% | -26% | 1% | -1%
CC1CCCN(C(=O)c2ccc3c(c2NCCO)C(=O)c2ccccc2C3=O)C1 (centres undefined) | -9% | 0.0% | i | ? | -1.0 | -24% | -15% | ? | 0%
Cc1ccc(NC(=O)CSC2=NN3CCCC(=O)N=C3S2)c(C)c1 | 0% | 0.4% | i | 1% | -2.3 | 1% | -13% | ? | -3%

In a second layout: entries from further up.
Screens in order: Mm-Cpn inhibitor	Nrf2 activator	pAkt inh	A549 tox	CCT chaperon mod	Abeta yeast res	Nrf2 block	TGFb SMAD3 inh	HepG2 tox
CC(SCc1ccccc1)C(=O)NC1CCCC1 (centres undefined)
    0%	0.1%	i	1%	-2.3	4%	10%	-23%	6%
O=C(O)C1CCN(C(=O)NC2CCCCC2)CC1
    -6%	-0.5%	i	-7%	-4.1	1%	?	-11%	-8%

High-throughput results as filed in PubChem BioAssay.

Rows were taken by chance; overall some 4.3% were active at least once.
